Bioassay records (PubChem BioAssay)
TCR activator: activates T cell receptor signaling | primary human leukocytes, anti-CD3, IL-2 HTRF, 48 h | Potency, µM (highest dose often 9.22 µM), inactives show at the highest dose activation of IL-2 secretion, usual class: activators | 330,000 tested, under 10 active | AID 504894; also: % of control where 0% means no effect
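Primary human leukocytes were stimulated with a-CD3 beads plus compounds for 48 hr without co-stimulation; secreted IL-2 was quantified by HTRF using a-IL-2-K (europium cryptate) and a-IL-2-d2, excited at 320nm with acceptor emission read at 665nm.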
TRPV1 agonist: human TRPV1 agonism. TRPV1-expressing cells, Fluo-8 calcium influx, agonist mode. 0.19% of 320,000 active. activation, % at 8.33 µM. Q8NER1; in the data active = activation above about 80%; inconclusive = between about 30% and that limit; also: 0% is about no effect
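Cells expressing TRPV1 were dye-loaded with Fluo-8 and read kinetically: 10 s baseline, 3 min after compound (agonist portion), then 2 min after EC20 capsaicin (allosteric enhancer portion). Calcium-bound dye fluorescence at 480/520 nm.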
ELG1 DNA repair: ELG1-dependent DNA repair inhibition; HEK293T ELG1-luciferase reporter, luminescence, 16 h; DNA damage induced by 5-fluorouridine; Potency, µM (highest dose often 46.1 µM), inactives show at the top dose activity change, negative = inhibition, usual class: inhibitors; 2.3% of 330,000 active; also: potency is read from the fitted curve at half-maximal effect; % is scaled to controls: 0 for no effect and ±100 for the full control effect; nearly all actives have a fitted effect of over 55% in size
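Step one: seed 2,000 cells per well. Step two: pin-transfer compound or DMSO alongside 5-fluorouridine. Step three: incubate 16 hr, 37 °C, 5% CO2. Step four: add ONE-Glo, wait 30 min, read luminescence.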
Eya2 phos inh: inhibitors of human Eya2 phosphatase activity; O00167; recombinant Eya2, OMFP fluorescence dephosphorylation (OMFP is methylfluorescein phosphate); Potency, µM (highest dose often 76.9 µM), for inactives: at the highest dose activity, negative = inhibition, usual class: inhibitors; 0.006% of 330,000 active; also: potency is read from the fitted curve at half-maximal effect; % is scaled to controls: 0 for no effect and ±100 for the full control effect
Target sequence (O00167 whole entry, looked up): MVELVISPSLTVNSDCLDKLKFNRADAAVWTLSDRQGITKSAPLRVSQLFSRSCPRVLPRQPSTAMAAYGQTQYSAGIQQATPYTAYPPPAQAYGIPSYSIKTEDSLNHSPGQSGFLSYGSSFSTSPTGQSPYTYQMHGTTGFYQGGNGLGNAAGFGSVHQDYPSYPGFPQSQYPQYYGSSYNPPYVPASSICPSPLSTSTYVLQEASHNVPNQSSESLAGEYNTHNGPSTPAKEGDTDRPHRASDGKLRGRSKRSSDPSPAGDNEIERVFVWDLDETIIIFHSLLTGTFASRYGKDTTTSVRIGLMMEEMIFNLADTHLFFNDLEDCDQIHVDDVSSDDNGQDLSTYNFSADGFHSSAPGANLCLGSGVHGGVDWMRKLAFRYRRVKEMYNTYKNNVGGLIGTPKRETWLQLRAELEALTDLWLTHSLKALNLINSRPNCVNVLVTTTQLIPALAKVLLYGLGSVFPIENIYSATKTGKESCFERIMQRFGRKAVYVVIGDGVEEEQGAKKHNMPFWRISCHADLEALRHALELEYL
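Eya2 protein (added as 0.2 uM solution) was preincubated with compound for 10 min at ambient temperature in 50 mM HEPES pH 7.5, 50 mM NaCl, 5 uM MgCl2, 0.05% BSA, 1 mM DTT. OMFP (added at 50 uM) then reacted 10 min; fluorescence read at 485/525 nm.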
AT treatment: potential ataxia-telangiectasia treatments restoring KAP-1 phosphorylation | AID 485349 | […] A-T fibroblasts, KAP-1 phosphorylation AlphaLISA; neocarzinostatin DNA damage 30 min before lysis | Potency, µM (highest dose often 57.5 µM), for inactives: at the highest dose activation, hits mostly activators | 0.19% of 320,000 active; also: potency is read from the fitted curve at half-maximal effect; % of control where 0% means no effect; nearly all actives have a fitted effect of over 45% in size
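hTERT-immortalized A-T patient fibroblasts ([…]), 500 cells/well in OPTI-MEM, 1% FBS, got compounds for 60 min, then NCS for 30 min at 37C. Lysates were then assayed for phospho-KAP-1 by AlphaLISA (anti-pKAP1 donor, anti-KAP1 acceptor beads), 6 hr at 25C.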
KCNH2 WT inh: blocks the wildtype human KCNH2 potassium channel | Q12809 | U2OS, BacMam KCNH2, thallium flux FluxOr; active compounds read low | activity change, % at 1.84 µM | 0.37% of 340,000 active;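 active = maximum activity change below -70%; inconclusive = maximum activity change between -70% and -50%; inactive = maximum activity change above -50%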; also: % is scaled to controls: 0 for no effect and ±100 for the full control effect
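U2OS cells transduced with wild-type KCNH2 virus are loaded with FluxOr dye for 45 min, and thallium flux is measured in kinetic reads before and after stimulation buffer. Rate constants are normalized to DMSO controls.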
KCNH2 3.1 block: blocks the human KCNH2 3.1 channel isoform. U2OS KCNH2 3.1, thallium flux FluxOr; active compounds read low. 0.95% of 340,000 active. AID 720553. activity change, % (tested at about 1.8 µM);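 active = maximum activity change below -70%; inconclusive = maximum activity change from -70% to -50%; inactive = maximum activity change above -50%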;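 also: thallium influx rate constant from kinetic fluorescence after stimulation buffer; % is scaled to controls: 0 for no effect and ±100 for the full control effect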
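Kinetic fluorescence (2 min after stimulation buffer) measures Tl+ influx through KCNH2 3.1 expressed by viral transduction in U2OS cells; the rate constant is normalized against DMSO controls serving as positive and negative references.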
Mito fusion act: blocks mitochondrial division or promotes mitochondrial fusion; 0.23% of 320,000 active; Potency, µM (doses to about 46.1 µM), for the others: at the highest dose growth rescue (activation), usual class: activators; AID 485298; S. cerevisiae fusion-defective mutant growth rescue, CellTiterGlo 48 h;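 also: potency is read from the fitted curve at half-maximal effect; % of control where 0% means no effect; nearly all actives have a fitted effect of over 45% in size; temperature-sensitive fusion mutants such as fzo1-1 at 37 °C on non-fermentable ethanol glycerol medium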
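Luminescent cell viability in 1536-well qHTS format served as the measure of rescued growth in ts fusion-mutant S. cerevisiae cultured on non-fermentable YPEG for 48 hours at 37C.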
TSHR antag: blocks TSH signaling through the human TSH receptor; P16473; TSHR-expressing cells, TSH-stimulated cAMP HTRF, 2 h; active compounds read low; 0.2% of 330,000 active; AID 504810; activity change, negative = inhibition, % at 11.5 µM;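 active = activity change below a set negative limit, meaning inhibition stronger than a set level, cut at about -70% in these data; inconclusive = activity change between two set negative limits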; also: % is scaled to controls: 0 for no effect and ±100 for the full control effect
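Competitive HTRF cAMP read-out (cryptate anti-cAMP antibody, cAMP-d2; 30 min, room temperature) in freshly harvested TSHR cells. Compounds added before TSH at EC80 (4nM final), followed by 2 hours' incubation at 37 deg C.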
USP2a block: blocks human ubiquitin-specific protease USP2a | O75604 | Potency, µM (titrated, usually from 38.3 µM), without a hit: top-dose activity change, negative = inhibition, usual class: inhibitors | USP2 core, Ub-CHOP2 coupled fluorogenic reporter, 485/531 | 0.01% of 330,000 active;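 also: potency is read from the fitted curve at half-maximal effect; plate controls were DMSO wells for no effect and full inhibition by NEM control for full effect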
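USP2 core (10nM final) preincubated 30min RT with compound in 20mM Tris-HCl pH 8.0, 2mM CaCl2, 2mM beta-mercaptoethanol, 0.05% CHAPS; 25nM Ub-CHOP2 plus 25nM reporter substrate added, fluorescence (Ex485/Em531) read after 60min.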
Numbers without * were called inactive; ? = inconclusive; . = no result given; [ ] = another dose, or the depositor's remark. Unless noted, calls follow the shape of the dose curve; as a rule, active = well fitted curve in the direction sought with a large enough effect; inconclusive = small, poorly fitted or top-dose-only effect, or another doubt; inactive = no such curve, though single readings can be large; an effect the other way counts as inactive or inconclusive. Some of the compounds tested; count on the stated rates, not on these rows.

Sequence of screens: TCR activator, TRPV1 agonist, ELG1 DNA repair, Eya2 phos inh, AT treatment, KCNH2 WT inh, KCNH2 3.1 block, Mito fusion act, TSHR antag, USP2a block
1) COc1ccc(CNC(=O)C2CCN(C(=O)c3cccc(Cl)c3)CC2)cc1
 : 3.0%, 3.5, -5.9%, 10.6%, 12.9%, -8.4, 5.3, 5.9%, 20.3, 3.0%
2) O=C(CS(=O)(=O)c1c[nH]c2ccccc12)N1CCCCC1
 : -16.9%, 1.8, 3.1%, -3.4%, -4.1%, 4.5, -12.8, 3.4%, 3.8, -2.4%
3) COC(=O)[C@H](Cc1ccccc1)NC(=O)O[C@@H]1C(=O)c2cc(OC)ccc2O[C@H]1c1ccc(OC)c(Br)c1
 : ., 17.9, 2.91µM*, 4.0%, 11.6%, ., ., 8.5%, -11.0, -6.0%
4) CCC(C)NC(=O)c1cc2c(=O)n(CC)c3ccccc3c2s1 (stereo not drawn)
 : 3.1%, ?, 27.8%, -0.9%, 2.3%, 11.0, -1.2, 0.9%, -4.7, 0.7%
5) CCN(C(=O)CSc1nc2ccccc2n1C)C1CCS(=O)(=O)C1 (stereo not drawn)
 : 6.4%, 1.8, ?, 0.0%, 6.0%, -6.5, 14.5, -2.7%, -0.5, 3.1%
6) CN(C)c1ccc(-c2sc(Nc3ccccc3)n[n+]2-c2ccc(F)cc2)cc1
 : -5.5%, 3.1, ?, 4.5%, 5.1%, 2.0, -3.7, 0.5%, 42.7, -1.7%
7) Nc1ccc2nc(C(F)(F)F)[nH]c2c1
 : -1.0%, 2.2, 5.1%, -11.0%, 2.1%, -2.0, 15.6, 0.7%, -7.8, 2.9%
8) Cc1ccc(CSCc2ccc(C(=O)NC3CC3)o2)cc1
 : 0.3%, ?, 3.4%, -5.0%, 2.4%, -5.6, -0.4, 17.2%, -6.7, 3.3%
9) CN(CC(=O)Nc1ccccc1Cl)C(=O)c1ccc(Cl)c(S(=O)(=O)N2CCCCCC2)c1
 : 3.0%[46.1 µM], ., ?, -17.0%, -15.9%, -5.9, -19.3, ., -4.3, -2.0%
10) CCCCn1c(SCC(=O)Nc2ccc(C)c(S(=O)(=O)N3CCOCC3)c2)nnc1C(CC)N(C)C (stereo not drawn)
 : -3.4%, -1.4, 4.2%, -20.2%, 0.5%, -0.4, -2.0, -0.5%, -12.3, 1.2%
11) COc1ccc(CCNC(=O)CSc2n[nH]c(C)c2[N+](=O)[O-])cc1OC
 : -2.5%, -2.1, ?, 4.8%, 3.3%, 5.6, -5.8, 4.3%, 2.4, 0.2%
12) CC(=O)Oc1ccc(N2C(=O)CCC2=O)cc1
 : -2.2%, -1.7, 0.5%, 0.9%, 3.7%, -22.5, -26.9, -1.8%, 18.7, 0.8%
13) COc1ccc(/C=C(\C#N)C(=O)OCC(=O)N(C)C2CCS(=O)(=O)C2)cc1 (stereo not drawn)
 : -0.1%, 10.3, 20.8%, -9.4%, -16.4%, -4.7, 4.5, -2.6%, 13.7, 0.3%
14) O=C(NN=C1CCC(c2ccccc2)CC1)c1ccccc1-n1cccc1 (stereo not drawn)
 : 7.6%[46.1 µM], 1.2, 27.1%, -1.5%, 2.4%, 4.4, 0.9, -2.9%, 3.8, 1.4%
15) COc1ccc(C(=O)NC(C)CCCC(C)(C)O)cc1OC1CCN(C(C)=O)CC1 (stereo not drawn)
 : -0.5%, 1.1, 0.2%, -20.9%, -1.8%, -5.1, -8.2, -0.3%, 6.0, -8.0%
16) Cc1ccc(N2C(=O)C3CCCN3C2=S)cc1 (stereo not drawn)
 : 2.4%, 0.6, -4.5%, 2.4%, -11.6%, -3.6, 2.5, 5.1%, -5.4, 1.0%
17) CC(=O)c1ccc(OC2OCCOC2Oc2ccc(C(C)=O)cc2)cc1 (stereo not drawn)
 : 7.5%[46.1 µM], 13.5, 0.8%, 2.5%, 2.9%, -8.7, -6.8, -10.6%, -2.3, 3.3%
18) Cc1oc(C(C)(C)C)cc1C(=O)Nc1cccc(/C=C\C(=O)O)c1
 : -4.7%[46.1 µM], 0.2, ?, 3.9%, -0.8%, 11.0, 11.7, 8.7%, -16.1, -0.2%
19) Cc1ccc(-c2noc(-c3ccccc3C(=O)NCc3ccco3)n2)cc1
 : 3.6%, 1.9, 17.1%, 0.2%, 3.5%, -1.5, -14.8, 6.7%, -9.9, 3.7%
20) Cc1nn(CC(=O)N(C)C)c(C)c1S(=O)(=O)N1CCOCC1
 : 2.1%, -0.3, 24.8%, 11.7%, 2.7%, -30.2, -27.7, -3.1%, -2.7, 2.4%
21) COc1ccc(/C=N/Nc2nc(=O)[nH]nc2C)cc1OC
 : -1.5%, -0.8, -6.7%, -17.1%, 7.08µM*, -0.3, -7.7, -2.1%, 2.3, -9.9%
22) Cc1cc(C)cc(OCC(=O)NNC(=O)c2ccccn2)c1
 : -8.3%, 2.7, ?, 25.7%, 14.3%, -5.5, -15.6, 1.5%, -6.7, -0.2%
23) CC(=O)Nc1ccc(OCC(=O)NCc2ccc(C)cc2)cc1
 : 1.6%, -0.7, -1.1%, -2.9%, -8.2%, -7.0, -15.2, 2.3%, -5.1, 1.6%
24) Cc1cccc(/C=N/NC(=O)c2cc(Br)ccc2OCc2ccccc2)n1
 : -1.4%, 18.8, -26.0%, -8.9%, 0.3%, -7.0, -20.8, -8.6%, -3.8, 0.9%
25) CC(=O)Nc1ccc(NC(=O)CSc2nnc(NC(=O)c3cccc(F)c3)s2)cc1
 : 0.6%, 1.3, ?, -1.7%, -2.8%, -41.3, ., -2.6%, -5.8, 1.8%
26) Cc1ccn2cc(-c3ccc(NC(=O)c4ccco4)cc3)nc2c1
 : 3.9%[46.1 µM], -1.6, ?, -0.4%, 5.6%, 10.4, -6.9, 9.0%, -6.3, 1.9%
27) C=C1c2cc(C)c(C)cc2NC(=O)N1c1ccccc1
 : -5.8%, 0.3, 0.0%, -3.2%, -7.2%, 0.1, 1.7, -1.6%, 9.2, -2.2%
28) O=C(NC1CCCCC1)OCCN1CCN(Cc2ccccc2)CCC1=O
 : ., 2.8, -2.5%, -4.7%, 4.0%, ., ., -2.6%, 10.0, -2.3%
29) CC(NC(=O)C(Cc1ccccc1)n1cccc1)c1ccccc1 (stereo not drawn)
 : -3.7%, 4.4, -5.1%, 1.7%, 1.5%, 1.1, -13.1, 1.3%, 4.8, 0.5%
30) c1ccc(N/N=C2\CCCc3ccccc32)nc1
 : ., ?, 8.8%, -8.7%, -1.5%, 11.7, -6.1, -2.1%, -6.6, -14.5%

(listing goes on)
Sequence of screens: TCR activator, TRPV1 agonist, ELG1 DNA repair, Eya2 phos inh, AT treatment, KCNH2 WT inh, KCNH2 3.1 block, Mito fusion act, TSHR antag, USP2a block
31) Cc1ccccc1C(=O)NC(C(=O)Nc1nc2c(s1)CCCC2)C(C)C (stereo not drawn)
 : -1.8%[46.1 µM], -0.9, 20.6µM*, -8.8%, 3.7%, -20.2, 3.0, -1.4%, -12.0, -5.7%
32) c1ccc(-c2nnc(CSc3nnc(-c4ccncc4)n3Cc3ccco3)o2)cc1
 : ., 0.2, ?, -10.0%, -2.3%, 8.7, -6.0, -1.8%, -8.9, 1.0%
33) O=C1CC(c2ccccc2)CC(O)=C1C=NCCN1CCOCC1 (stereo not drawn)
 : 3.5%, 0.0, 17.4%, -0.6%, 4.7%, -6.3, -5.1, -1.6%, -7.0, -1.4%
34) CCOC(=O)c1sc(NC(=O)CSc2nccc(C)n2)nc1C
 : -3.8%, -0.7, -13.6%, -4.5%, -3.0%, -19.4, 7.2, -3.6%, -1.4, 1.3%
35) Nc1ccccc1-c1nnc(SCc2ccccc2Cl)[nH]c1=O
 : 4.4%, 6.7, 13.0%, -7.8%, 0.1%, 1.6, -15.4, 26.2%, -1.8, 1.8%
36) CCOC(=O)c1c(C)[nH]c(C(=O)NCc2ccccn2)c1C
 : 3.0%, -1.7, ?, 16.6%, -1.0%, 1.7, 21.0, 2.4%, -3.2, -1.1%
37) O=C(c1ccc(-n2cccc2)cc1)N1CCCCC1
 : 3.5%, ?, 23.7%, -1.2%, -0.8%, -4.9, -14.3, -6.5%, -3.5, -4.5%
38) Cc1ccnc(NC(=O)CCC(=O)N(CC(=O)NC2CCCCC2)c2ccc3c(c2)OCO3)c1
 : 5.5%, -0.4, -2.8%, 4.0%, 1.3%, -13.0, -7.8, 10.9%, -15.6, -0.9%
39) CCOC(=O)c1c(C)[nH]c(C(=O)COC(=O)c2cnccn2)c1C
 : 5.0%, 0.8, 6.0%, 14.0%, 8.1%, -15.6, -1.2, 1.6%, -5.9, -1.8%
